Screens from PubChem BioAssay.
CHO parental Ca: counter-screen for OX1R antagonists: effect in parental CHO cells; inhibition, % at 5.6 µM; AID 463079; parental CHO-K1, ATP-induced calcium, Fluo-8 fluorescence; actives 0.63% (n = 330,000);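 active means inhibition above that plate's mean sample inhibition plus 3 SD, cut at about 26% in these data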;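 further: 0% = ATP-challenged DMSO wells and 100% = DMSO wells without ATP; some compounds past the cut are filed as inactive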
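test system = CHO parental line | reagent = ATP stimulus | measured by = intracellular calcium via Fluo-8 no-wash fluorescent dye | control set = ATP and no-ATP DMSO wells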
CHO-K1 Ca ag: nonselective activator or artifact in parental CHO-K1 cells; activation, % at 3 µM; Fluo-8 calcium fluorescence; scaled to maximal ATP response, vehicle zero; actives 0.48% (n = 360,000); in the data active means activation above about 15%;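 further: untransfected CHO-K1 host cells lacking M1 receptor as counterscreen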
TAAR1 antag: human TAAR1 antagonism | CHO RD-HGA16 TAAR1, Fluo-8 calcium fluorescence, antagonist | Q96RJ0 | actives 1.5% (n = 360,000) | inhibition, % at 3 µM | AID 624466;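 active means inhibition above a per-plate cutoff, the mean inhibition of test compounds on that plate plus 3 SD, cut at about 49% in these data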;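 further: 0% = DMSO plus EC80 beta-PEA response and 100% = DMSO alone without agonist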
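Material: CHO RD-HGA16 cells bearing hTAAR1; compound dosing: one-point dosing, 3 µM nominal final; schedule: dye loading 75 min at 37 °C, then 30 min room temperature; measured by: calcium fluorescence with Fluo-8; control set: vehicle and agonist controls; replication: n of 1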
M1 antag: antagonists of human M1 muscarinic receptor; CHO-K1 hM1, Fluo-8 calcium fluorescence, ACh EC80 antagonist; inhibition, % at 3 µM; actives 1.3% (n = 360,000); AID 588852;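 active means percent inhibition above its own plate's cutoff, namely the mean of that plate's compound wells plus 3 SD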;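 further: peak over basal fluorescence ratio during 140 s after agonist addition; 0% = ACh EC80 plus DMSO and 100% = DMSO alone without agonist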
Target sequence (P11229 whole entry, looked up): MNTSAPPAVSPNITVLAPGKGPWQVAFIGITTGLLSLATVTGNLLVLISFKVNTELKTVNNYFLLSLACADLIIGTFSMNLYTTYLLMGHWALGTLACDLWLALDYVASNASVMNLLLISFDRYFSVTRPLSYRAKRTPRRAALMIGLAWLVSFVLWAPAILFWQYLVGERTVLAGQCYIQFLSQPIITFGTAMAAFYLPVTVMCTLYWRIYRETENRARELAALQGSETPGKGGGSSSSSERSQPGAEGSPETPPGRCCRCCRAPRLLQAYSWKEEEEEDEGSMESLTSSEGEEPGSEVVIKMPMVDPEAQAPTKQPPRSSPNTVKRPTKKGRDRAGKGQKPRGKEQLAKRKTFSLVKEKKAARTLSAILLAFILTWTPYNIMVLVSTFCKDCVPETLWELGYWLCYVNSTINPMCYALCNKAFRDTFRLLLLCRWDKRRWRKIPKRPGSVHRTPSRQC
OXTR potentiator: potentiators of human oxytocin receptor. P30559. AID 2445. actives 0.061% (n = 320,000). activation, % at 3 µM. CHO-OTR cells, Fluo-8 calcium fluorescence, potentiator mode; 0% = oxytocin EC15, 100% = EC100;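 active means activation above that plate's cutoff, the mean activation of tested compounds plus 3 SD, cut at about 6.6% in these data, passing the limit was not always enough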;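 further: 100% uses oxytocin at 75 nM as the full agonist control; some results filed as inactive read as strong as hits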
Target sequence (P30559 whole entry, looked up): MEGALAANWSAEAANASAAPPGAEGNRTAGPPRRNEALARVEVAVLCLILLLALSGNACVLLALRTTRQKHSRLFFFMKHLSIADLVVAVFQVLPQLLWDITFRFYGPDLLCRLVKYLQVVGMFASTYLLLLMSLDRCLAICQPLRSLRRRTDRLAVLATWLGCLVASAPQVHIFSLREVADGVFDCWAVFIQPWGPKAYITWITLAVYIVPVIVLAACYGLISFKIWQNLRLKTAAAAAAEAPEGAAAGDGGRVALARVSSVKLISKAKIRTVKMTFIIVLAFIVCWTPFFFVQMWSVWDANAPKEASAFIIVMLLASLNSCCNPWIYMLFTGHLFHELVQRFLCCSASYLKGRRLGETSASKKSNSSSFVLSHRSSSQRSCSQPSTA
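assay system = CHO-OTR cells, human receptor | schedule = compound 6 min at room temperature before oxytocin, 100 s read | detection = Fluo-8 intracellular calcium fluorescence, ex 470-495, em 515-575 nm | evaluation = normalized max/min fluorescence ratio, % activation | control set = EC15 oxytocin alone as 0%, 75 nM oxytocin (EC100) as 100%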
CHRM1 agonist: activates human CHRM1 receptor; P11229; CHO-K1 hM1, Fluo-8 calcium fluorescence, agonist mode; 0% DMSO, 100% acetylcholine EC100; activation, % at 3 µM; actives 0.33% (n = 360,000);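 active means activation above the run's mean compound activation plus 3 SD, cut at about 16% in these data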;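 further: peak over basal fluorescence ratio within a 140 s kinetic read after compound addition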
TAAR1 agonist: agonists of human TAAR1 | Q96RJ0 | CHO RD-HGA16 TAAR1, Fluo-8 calcium fluorescence; vehicle wells 0%, saturating PEA agonist 100% | activation, % at 3 µM | actives 0.99% (n = 360,000) | AID 624467;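 active means activation above the mean activation of all test compounds in the run plus 3 SD, cut at about 38% in these data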
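Test system: RD-HGA16 (CHO) cells co-expressing Gα16 and hTAAR1 | Doses: Single dose, 3 µM | Schedule: 17-24 h seeding, 75 min 37 °C dye, 30 min RT | Evaluation: % activation from peak over basal fluorescence ratio, DMSO-to-PEA scaled | Technique: Kinetic Fluo-8 calcium fluorescence | Benchmarks: Low control DMSO, high control PEA (EC100)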
M1 PAM parental: M1 PAM counterscreen hit in parental CHO-K1 cells; ATP EC20, Fluo-8 calcium fluorescence; 0% at ATP EC20, 100% at ATP max; activation, % at 3 µM; actives 0.02% (n = 360,000); AID 602247;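 active means activation above the run cutoff, the mean activation of all test compounds plus 3 SD, cut at about 40% in these data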;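 further: peak over basal fluorescence ratio in a 140 s read after ATP addition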
CHO-K1 Ca antag: counter-screen for M1 antagonists: effect in parental CHO-K1 cells | ATP-induced calcium, Fluo-8 fluorescence | inhibition, % at 3 µM | AID 602250 | actives 0.6% (n = 360,000);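 active means inhibition above a per-plate cutoff, the plate's mean sample inhibition plus 3 SD, cut at about 24% in these data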;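 further: 0% = DMSO plus EC80 ATP and 100% = DMSO alone without ATP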
Starred values were filed as active, the others as inactive; nt = not tested or not shown.

SMILES	CHO parental Ca	CHO-K1 Ca ag	TAAR1 antag	M1 antag	OXTR potentiator	CHRM1 agonist	TAAR1 agonist	M1 PAM parental	CHO-K1 Ca antag
COc1cccc(NC(=O)CN(C)C(=O)c2cc(C)oc2C)c1	-9	0.4	0	-3	1	-1	2	13	-11
COc1ccc(CC(=O)Nc2nn(C)c3nc4c(C)cccc4cc23)cc1	-9	-0.2	-15	-15	-4	0	1	-15	8
Nc1c(NC2CCCCC2)c2ccccc2oc1=O	-17	1.2	10	4	-4	0	10	8	-11
O=C(COC(=O)c1ccc[nH]c1=O)NC1CC1	3	0.7	-8	0	2	-4	0	7	-4
NNC(=O)Cn1c(-c2ccccc2)cc(=O)n2ncnc12	-12	1.4	-15	-14	0	-4	1	19	-13
CC(C)[C@H](NC(N)=O)C(=O)Nc1cccc([N+](=O)[O-])c1	-9	0.4	4	1	-24	-5	3	16	-12
Cc1ccc(C)c(NC(=O)Cc2nc(CNCC(C)C)cs2)c1	-7	1.4	1	-5	-8	-10	0	11	-14
COc1cc([N+](=O)[O-])ccc1-c1ccc(C(=O)Nc2ccc(NC(C)=O)cc2)o1	0	0.2	-7	-6	5	-7	0	4	4
O=C(CCc1ccccc1)NCCC1=CCCCC1	-11	-0.1	1	4	-4	-7	3	1	-1
CC1(C)Cc2c(C#N)c(NCCN3CCOCC3)nc(-c3ccco3)c2CO1	-16	0.9	9	-1	-6	-5	15	-2	1
Cc1ccc(S(=O)(=O)NCCNc2ccc([N+](=O)[O-])cc2C(F)(F)F)cc1	-6	0.9	1	0	-7	-6	2	6	6
O=C(NCc1ccco1)c1ccc(CS(=O)(=O)Cc2ccc(Cl)cc2)o1	-15	2.6	14	-5	-3	-1	11	14	-21
CCc1ccc(-n2c(SCc3c(C)noc3C)nnc2-c2ccncc2)cc1	-24	1.4	-2	-9	2	-4	2	12	-19
O=C(Nc1ccc(Oc2ccccc2)nc1)C1CCN(Cc2ccccc2)CC1	-20	4.3	-8	6	-11	-4	10	0	-8
CC/C(=N\NC(=O)c1ccc(N(C)C)cc1)c1ccccc1	-10	0.5	9	-10	-1	-5	8	25	-14
Cc1ccc(S(=O)(=O)N(C)C[C@H]2Oc3cc(Br)ccc3S(=O)(=O)N([C@H](C)CO)C[C@@H]2C)cc1	nt	-0.2	8	-11	nt	-3	0	11	12
O=C(c1ccc(Cl)c(Cl)c1)N1CCC(=O)N(C(COCc2ccccc2)Cc2ccccc2)CC1 (stereo not drawn)	-25	-0.5	24	-10	-10	-5	8	11	-15
O=C(CCN1C(=O)/C(=C/c2ccccc2Cl)SC1=S)NN1CCOCC1	-12	1.0	-13	-8	-8	-2	2	8	-10
CCOc1ccccc1N1CCN(CC(=O)Nc2ccnn2C2CCCC2)CC1	-31	3.0	-19	1	-9	-1	0	-3	-5
O=C(CN(Cc1ccccc1)C(=O)CNS(=O)(=O)c1ccc(F)cc1)NCC1CCCO1 (stereo not drawn)	-5	0.9	13	-9	-9	-1	3	16	-21
COc1ccc(S(=O)(=O)N2CCc3ccccc32)cc1[N+](=O)[O-]	5	4.7	6	3	-21	-5	-2	5	-5
CC1=C(C(N)=O)C(c2cccs2)NC(=S)N1 (stereo not drawn)	-12	-0.4	6	8	2	-5	1	-10	11
COc1ccc(C(C)=O)cc1COC(=O)CNC(=O)C1CCCCC1	-17	-0.2	-9	-3	4	-3	-1	-4	-5
Cc1ccccc1C(=O)/C=C1/SCC(=O)N1C	2	1.5	0	2	-7	-4	17	11	-8
Cc1cccc(NS(=O)(=O)c2cccc(C(=O)NCc3ccccc3CN3CCOCC3)c2)c1	-13	6.7	16	0	-11	-1	5	0	-13
COc1ccccc1OCC(=O)Nc1ccc(S(=O)(=O)Nc2cc(C)on2)cc1	-8	1.5	-13	-4	-6	-4	4	3	-12
O=C(CN(Cc1ccccc1)C(=O)CNS(=O)(=O)c1ccc(Cl)cc1)NCC1CCCO1 (stereo not drawn)	-10	0.6	-9	3	-2	-3	2	-7	-3
COc1ccc(NC(=O)CSc2nnc(-c3cccs3)n2-c2ccccc2)cc1	-10	2.9	12	-5	0	-3	5	3	5
O=C(NCC1CCCO1)C(=O)N/N=C/c1ccc(OCc2ccccc2Cl)cc1 (stereo not drawn)	-12	0.0	5	-5	-5	5	1	6	-7
Cc1cc[n+](-c2ccccc2)c2ccccc12	23	2.6	-28	-4	-5	-7	7	5	-22
O=C(O)C1C2C=CC(C2)C1C(=O)Nc1cccc(C(F)(F)F)c1 (stereo not drawn)	-9	0.8	-7	-22	0	0	4	17	-7
CCc1ccc(NC(=O)Cn2nnc(C(=O)NCCc3ccc(OC)c(OC)c3)c2N)cc1	-8	-0.2	-56	-13	-10	0	11	14	-13
CN1CCN(CCc2nc3cc(NC(=O)COc4ccc(Cl)cc4)ccc3n2C)CC1	-9	-0.6	-7	4	-3	-5	5	-4	26*
CN(CC(=O)Nc1ccccc1Br)CC(=O)Nc1ccccc1C(F)(F)F	-16	3.4	-3	-4	-2	-2	6	0	-14
COc1ccc(C2CC(=O)C3=C(C2)Nc2ccccc2NC3c2coc3ccccc3c2=O)cc1OC (stereo not drawn)	-8	0.0	8	16	-3	-6	1	-15	18
S=C(Nc1ccc(Cl)c(Cl)c1)NC1CCCCC1	38*	23*	nt	44*	-12	-4	nt	2	13

The closing 5 records of the section above come first, to join the parts.
SMILES	CHO parental Ca	CHO-K1 Ca ag	TAAR1 antag	M1 antag	OXTR potentiator	CHRM1 agonist	TAAR1 agonist	M1 PAM parental	CHO-K1 Ca antag
CCc1ccc(NC(=O)Cn2nnc(C(=O)NCCc3ccc(OC)c(OC)c3)c2N)cc1	-8	-0.2	-56	-13	-10	0	11	14	-13
CN1CCN(CCc2nc3cc(NC(=O)COc4ccc(Cl)cc4)ccc3n2C)CC1	-9	-0.6	-7	4	-3	-5	5	-4	26*
CN(CC(=O)Nc1ccccc1Br)CC(=O)Nc1ccccc1C(F)(F)F	-16	3.4	-3	-4	-2	-2	6	0	-14
COc1ccc(C2CC(=O)C3=C(C2)Nc2ccccc2NC3c2coc3ccccc3c2=O)cc1OC (stereo not drawn)	-8	0.0	8	16	-3	-6	1	-15	18
S=C(Nc1ccc(Cl)c(Cl)c1)NC1CCCCC1	38*	23*	nt	44*	-12	-4	nt	2	13
CCc1ccc2[nH]c(=O)c(C(c3nnnn3CCOC)N3CCN(c4ccc(F)cc4)CC3)cc2c1 (stereo not drawn)	-21	0.2	-7	9	-10	-3	9	-8	5
O=C1OC/C(=C(/O)c2ccc(Cl)cc2)C1=O	-6	0.5	-3	-20	-10	-1	0	17	-3
CCC(C)(C)n1nnnc1CN1CCN(c2ccc(OC)cc2)CC1	-4	1.1	-13	2	-8	-5	2	1	-5
CCCOP(=O)(c1ccc(N(C)C)cc1)C(O)c1ccccc1OC (stereo not drawn)	-8	0.1	-9	2	-2	-3	4	5	-4
COc1ccc([C@H]2/C=C\CN(C(=O)[C@H](Cc3ccccc3)NC(=O)OCC3c4ccccc4-c4ccccc43)CC(=O)N2Cc2ccc(F)cc2)cc1	-14	2.5	12	3	-2	-4	22	6	-9
CCOc1ccc(S(=O)(=O)Nc2cc(C)ccn2)c2ccccc12	-9	1.2	-4	11	-4	-2	13	1	5
CCN(CC)C(=O)Cn1cc(C(=O)C2CC2)c2ccccc21	-6	0.6	-9	-5	-17	-2	1	11	-12
CC(CNC(=O)Cn1cnc2c(NCc3ccccc3)ncnc21)c1ccccc1 (stereo not drawn)	-19	0.9	6	-3	nt	-3	3	20	-6
Cc1ccc(Cl)cc1-n1c(=O)cc(N2CC(C)OC(C)C2)[nH]c1=O (stereo not drawn)	-3	-0.3	3	6	-1	-3	11	16	-12
CN(C)C(=O)c1ccccc1Sc1ccc(Cl)cc1Cl	-19	0.1	8	-16	3	-3	6	9	-5
COC1CCN(C(=O)c2cc(COc3cc(C)ccc3C)on2)CC1	nt	5.1	-4	-4	nt	0	1	13	-10
O=C(CCNC(=O)C1CCN(S(=O)(=O)c2ccccc2)CC1)NCCc1cccc(F)c1	-10	0.3	12	6	-5	-3	4	-13	-8
CC(C)(CO)CNC(=O)CC1C(=O)NCCN1CC(c1ccccc1)c1ccccc1 (stereo not drawn)	-17	1.8	-5	-7	-5	-7	4	19	-19
CC(C)c1nc(NCCN2CCOCC2)c(C#N)c2c1COC(C)(C)C2	-26	-0.4	10	-30	-3	-5	4	-3	3
Cc1ccc(-c2cccc(C3CC=CC4C3C(=O)N(Cc3ccccc3)C4c3ccc(C(F)(F)F)cc3)c2)cc1 (stereo not drawn)	-13	1.1	1	-9	-2	-3	2	12	-23
COCCn1nnnc1C(c1ccc(OC)c(OC)c1)N1CCN(C(=O)c2ccco2)CC1 (stereo not drawn)	13	0.6	0	-3	2	-1	3	-7	-4
CN1C(=S)SC(N(O)C(=O)Nc2ccc(Cl)c(Cl)c2)C1(C)C (stereo not drawn)	-6	4.1	6	13	-10	-4	11	2	4
CC(NC(=O)OCc1ccccc1)C(=O)Oc1cc2oc(=O)cc(-c3ccccc3)c2cc1Cl (stereo not drawn)	-4	2.8	-15	-5	-14	-4	7	15	-5
COc1cc(S(=O)(=O)NCC(c2ccco2)N2CCCCC2)ccc1NC(C)=O (stereo not drawn)	-5	0.0	-9	-5	-5	-2	4	6	4
CCCc1nc2c(C)cc(Br)cn2c1Cc1ccccc1	nt	-0.7	-5	-23	nt	-7	8	-8	-9
Nc1ccc(NC(=O)Nc2ccc(N)cc2)cc1	nt	0.0	5	-10	nt	1	7	-15	-6
COc1ccc(NC(=O)CS(=O)CC(=O)Nc2cc(Cl)ccc2OC)cc1 (stereo not drawn)	-14	0.1	7	-7	-4	-2	2	8	-2
O=C(CN1C(=O)C2CC=CCC2C1=O)Nc1nc2ccc(F)cc2s1 (stereo not drawn)	-7	0.2	10	3	-2	-1	6	-4	6
Cc1cccc(NC(=O)CNC(=O)c2cc(S(=O)(=O)N(C)C)ccc2N2CCCC2)c1C	nt	0.9	-13	-10	nt	-2	3	29	-11
C=CCN(C(=O)CNC(=O)c1ccco1)C(C(=O)NC1CCCCC1)c1ccc(OC)cc1 (stereo not drawn)	-12	0.4	3	15	-10	-3	13	9	-6
O=C(NCc1ccco1)C1CC(c2ccc(Cl)cc2)=NO1 (stereo not drawn)	-20	2.1	-11	4	-7	-2	0	9	-12
